MOR-DOR inv ag – mu-delta opioid heterodimer inverse agonism. P35372+P41143. cell-based MOR-DOR heterodimer luminescence. inhibition, % at 9.3 µM. hit rate 0.21% among 340,000. AID 504357; in the data active means inhibition above about 22%, passing the limit was not always enough;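 further: 0% = cells with DMSO and 100% = wells without cells with DMSO; values of inactives mirror those of a sister screen read the other way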
E coli growth – bacterial growth inhibition, counter-screen for AddAB inhibitors; inhibition, % at 11.9 µM; hit rate 0.27% among 330,000; E. coli V3065 growth, OD600 absorbance, 18 h;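 active means inhibition above the campaign's mean inhibition across all tested compounds plus 3 SD, cut at about 9.9% in these data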;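 further: uninfected addAB+ strain grown without phage in ampicillin broth; 0% = DMSO wells and 100% = ciprofloxacin 0.95 µg/ml wells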
PKA-R1A activ – PKA-R1A complex activation; PKA-R1A dissociation, Cy5-IP20 fluorescence polarization; scaled: DMSO 0%, 113 µM cGMP 100%; activation, % at 11.4 µM; hit rate 0.083% among 340,000; AID 504707;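 active means percent activation above the mean of all tested compounds plus 3 SD, cut at about 19% in these data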;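 further: higher means more PKAc released from R1A so a rise in polarization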
HTR5A inv ag – inverse agonist of human HTR5A in OPRM1-OPRD1 counter-screen; P47898; inhibition, % at 9.3 µM; hit rate 0.083% among 340,000; HTR5A cell line, luminescence, inverse agonism; in the data active means inhibition mostly above about 23%, no sharp cut-off; inactive means mostly below about 18%;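 further: 0% = cells with DMSO and 100% = no-cell wells with DMSO; some compounds called inactive have numbers as strong as hits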
Target sequence (P47898 whole entry, looked up): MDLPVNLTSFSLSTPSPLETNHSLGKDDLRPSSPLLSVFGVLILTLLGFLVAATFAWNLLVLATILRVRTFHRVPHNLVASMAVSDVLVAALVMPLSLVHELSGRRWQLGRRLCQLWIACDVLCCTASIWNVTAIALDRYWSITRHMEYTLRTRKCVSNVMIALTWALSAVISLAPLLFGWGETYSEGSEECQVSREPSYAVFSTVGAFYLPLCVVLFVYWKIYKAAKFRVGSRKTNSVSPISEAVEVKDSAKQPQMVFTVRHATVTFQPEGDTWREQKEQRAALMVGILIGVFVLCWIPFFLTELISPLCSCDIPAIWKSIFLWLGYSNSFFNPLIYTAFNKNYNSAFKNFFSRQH
MOR-DOR ag – OPRM1-OPRD1 heterodimerization agonism | hit rate 0.3% among 340,000 | activation, % at 9.3 µM | cells, luminescence | P35372+P41143; in the data active means activation above about 18%;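 further: 0% = vehicle-treated cells and 100% = reference agonist; values of inactives mirror those of a sister screen read the other way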
AddAB inh – less growth of phage-infected E. coli with AddAB; E. coli expressing H. pylori AddAB, absorbance growth; inhibition, % at 11.9 µM; hit rate 0.29% among 330,000; AID 435030; in the data active means inhibition above about 12%;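 further: 0% = vehicle wells of infected cells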
phage Ecoli inh – E. coli growth loss with phage present; inhibition, % at 11.9 µM; hit rate 0.26% among 360,000; AID 651602; growth absorbance; in the data active means inhibition above about 11%
PKA-R2B act – activates the human PKA-R2B holoenzyme complex | activation, % at 11.4 µM | hit rate 0.079% among 340,000 | PKA-R2B holoenzyme dissociation, Cy5-IP20 fluorescence polarization; R2B truncated from residue 108, S112A mutant; 0% DMSO only, 100% 113 µM cGMP | AID 504700;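 active means activation above a cutoff set at the mean over all compounds plus 3 SD, cut at about 18% in these data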;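 further: higher means more holoenzyme dissociation and a rise in polarization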
Target sequence (P31323 whole entry, looked up, other chains not shown, the tested form may be a part): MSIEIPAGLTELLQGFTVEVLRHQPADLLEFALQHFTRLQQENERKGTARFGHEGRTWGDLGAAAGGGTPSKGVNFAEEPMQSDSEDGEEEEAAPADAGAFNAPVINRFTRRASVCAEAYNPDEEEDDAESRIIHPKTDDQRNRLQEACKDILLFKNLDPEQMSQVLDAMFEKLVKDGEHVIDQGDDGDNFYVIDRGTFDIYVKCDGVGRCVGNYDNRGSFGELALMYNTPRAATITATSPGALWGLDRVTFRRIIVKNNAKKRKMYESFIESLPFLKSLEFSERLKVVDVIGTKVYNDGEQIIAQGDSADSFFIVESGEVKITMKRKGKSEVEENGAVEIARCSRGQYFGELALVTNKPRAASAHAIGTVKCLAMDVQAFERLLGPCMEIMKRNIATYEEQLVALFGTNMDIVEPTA
Tat export inh – inhibitors of E. coli Tat protein transport; E. coli MC4100 TorA-mCherry Tat export, fluorescence; inhibition, % at 10 µM; hit rate 0.036% among 340,000;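 active means mean replicate inhibition at least 50% and at least half of replicates individually reaching 50%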;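 further: exported cargo escapes ClpAP degradation while cytoplasmic cargo is degraded and loses fluorescence; 0% = median of neutral control wells and 100% = median of NaSCN control wells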
PfHsp90 yeast 2 – reduces growth (ATP signal) of yeast expressing P. falciparum Hsp90 | S. cerevisiae expressing PfHsp90, BacTiter-Glo ATP, 48 h; yeast lacking PDR1 and PDR3 efflux regulators | inhibition, % at 9.4 µM | hit rate 0.32% among 310,000;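 active means every replicate shows inhibition above about 80%, whatever the replicate mean, limit read from the data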;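 further: 0% = DMSO neutral controls and 100% = 20 µM radicicol positive controls; yeast relying on Plasmodium falciparum Hsp90 in place of its own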
Mot1-301 SUMO – inhibitors of SUMOylation pathway: yeast Mot1-301 growth rescue. S. cerevisiae Mot1-301 growth rescue, ATP luminescence, 38.5C; percent above DMSO median, 100 means doubled. growth rescue, % at 18.8 µM. hit rate 1% among 320,000. AID 2716;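 active means every valid replicate shows activation above 250% relative to neutral control wells; inactive means the rest, any valid replicate at or below 250%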;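 further: OY570 slx delta 5 strain wells were the positive control but not used for scaling; some compounds called inactive have numbers as strong as hits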
* marks the source's active call; other numbers are inactive results; . = no result given.

SMILES	MOR-DOR inv ag	E coli growth	PKA-R1A activ	HTR5A inv ag	MOR-DOR ag	AddAB inh	phage Ecoli inh	PKA-R2B act	Tat export inh	PfHsp90 yeast 2	Mot1-301 SUMO
Cn1cc(-c2nnnn2-c2ccc(Cl)cc2)c(C(F)(F)F)n1	-4	-0.4	-2	-5	0.8	3.6	2.8	1	-7	3	-6
COc1cccc(OC)c1C(=O)O/N=C(\N)c1ccncc1	11	1.6	-10	-18	-2.2	2.3	0.5	8	-22	-17	-4
CCN(CC)CCCNc1nc(-n2nc(C)cc2C)nc2sc3c(c12)CC(C)(C)OC3	13	-1.4	1	-16	-2.5	0.6	-1.3	-7	-6	-7	9
O=C(CSc1nccc(=O)[nH]1)Nc1ccc(F)c([N+](=O)[O-])c1	16	0.0	-1	8	-3.2	2.5	2.5	-2	8	14	51
CC(N)=Nc1ccc([N+](=O)[O-])cc1	18	1.0	8	-2	-3.6	3.0	3.6	-5	-10	0	129
COc1ccc(C(=O)C2CCCN(Cc3ccc(C#CCCO)cc3)C2)cc1F (stereo not given)	-20	3.0	-5	4	3.9	2.5	3.4	-8	-2	-10	-4
C/C(=N\NC(=O)C1(C)CC1(Br)Br)c1ccc([N+](=O)[O-])cc1 (stereo not given)	-20	2.1	-2	-12	4.2	1.5	4.3	-15	-8	15	147
Cc1ccc(NC(=O)Cn2c(=O)n(CCC(=O)NC3CCN(Cc4ccccc4)CC3)c(=O)c3ccccc32)cc1	1	-2.1	4	-21	-0.3	-0.1	-0.9	4	-2	-42	.
O=C(Cc1ccccc1)Nc1cccnc1	-12	1.8	-4	-23	1.6	-0.1	2.7	-3	-1	-1	298
CCCC(=O)OCC(=O)Nc1ccc([N+](=O)[O-])cc1C#N	-14	-0.7	-6	-17	2.7	-1.5	3.2	-7	3	10	-11
CCOc1ccc(S(=O)(=O)Nc2cccc(C(=O)NCCCN3CCOCC3)c2)cc1	16	-2.1	4	-3	-4.3	1.3	6.1	-9	-7	-7	2
Cc1cc(C)n(CNc2nc(C(F)(F)F)cs2)n1	-5	-1.3	-1	-19	0.8	-0.7	4.3	3	-3	-32	70
CCN(C[C@H]1N[C@@](C)(C(=O)OC)[C@H]2C(=O)N(Cc3ccccc3)C(=O)[C@@H]12)S(=O)(=O)c1ccc(C(C)(C)C)cc1	8	-3.2	-15	15	-1.8	0.2	0.2	-4	15	10	51
COc1ccc(C2C=C(c3ccccc3)Nc3nnnn32)cc1 (stereo not given)	-6	-3.4	-9	1	1.0	1.6	1.7	-7	-15	-24	1
C=CCn1c(=O)/c(=C/c2ccsc2)s/c1=C(\C#N)C(=O)NCCN1CCOCC1	12	.	0	-12	-2.4	.	2.7	1	7	.	.
CCN(CC)CCCCCOc1ccccc1OC	1	0.6	-4	4	-0.2	0.6	4.5	-2	-2	0	-1
COc1ccc(NCCC#N)cc1	-5	-0.9	0	-9	0.9	1.5	2.0	0	-7	26	1
CNC(=O)CN(c1cc([N+](=O)[O-])ccc1OC)S(C)(=O)=O	5	0.1	-10	3	-1.0	5.3	2.5	-17	23	1	-25
C=CC1(C)CN(Cc2ccco2)S(=O)(=O)c2c(F)cccc2O1 (stereo not given)	17	.	5	-18	-3.6	.	2.9	-3	9	-16	.
COc1ccc(NC(=O)Nc2cccc3cccnc23)cc1	11	-2.0	-3	5	-2.0	0.6	3.5	-3	-20	6	52
COc1ccc(-c2nc3c(-c4ccc(Cl)cc4)cnn3cc2C)cc1F	-1	1.5	-2	-21	0.3	1.2	4.0	-11	0	.	-2
Cc1cc(NC(=O)CCC(=O)N(CC(=O)NCC2CCCO2)Cc2ccc(F)cc2)no1 (stereo not given)	20	0.1	1	14	-3.5	-0.3	1.6	-13	-5	.	40
CCC(=Nc1ccccc1OC)C1=C(O)CC(c2ccccc2)CC1=O (stereo not given)	7	-2.4	-6	0	-1.4	1.4	4.6	-11	9	18	-8
O=C(NNC(=S)Nc1ccccc1)C1CCCCC1	24	2.2	7	7	-4.6	1.5	2.1	0	-7	2	11
COc1ccc(OC)c(/C=C2\SC(N3CCCC(C)C3)=NC2=O)c1 (stereo not given)	16	1.1	-8	-17	-3.0	-0.7	-1.0	-12	-2	-16	-17

Later entries:
SMILES	MOR-DOR inv ag	E coli growth	PKA-R1A activ	HTR5A inv ag	MOR-DOR ag	AddAB inh	phage Ecoli inh	PKA-R2B act	Tat export inh	PfHsp90 yeast 2	Mot1-301 SUMO
CC(C)(C)NC(=O)C(c1ccncc1)N(Cc1cccs1)C(=O)Cn1nnc(-c2cccs2)n1 (stereo not given)	2	-0.1	3	-12	-0.4	2.3	-2.7	-7	1	19	452
Cc1cc(Nc2c(C)n(C)n(-c3ccccc3)c2=O)c2ccccc2n1	0	1.0	-5	-1	0.0	0.3	5.0	-5	3	2	-1
CCOC(=O)N1CCN(C(=O)c2cnc(Nc3ccccc3OC)c3ccccc23)CC1	16	-2.5	-13	-5	-2.7	2.6	0.6	-12	3	.	141
CCCN1CCN(CCCNC(=O)c2ccccc2NC(=O)C2=C(C)OCCS2)CC1	20	-0.7	-12	2	-3.8	1.8	0.9	-10	-4	5	17
CC1=NN(c2ccc(C(=O)O)cc2)C(=O)/C1=C\c1ccc(OC(=O)c2cccs2)cc1	10	-0.6	-2	-2	-1.8	-2.5	1.8	-5	1	8	-13
Cc1nn(C)c(C)c1CNC(=O)c1cnn2c1NC(c1ccccc1)CC2C(F)(F)F (stereo not given)	4	1.9	-4	4	-0.7	0.3	0.5	-10	20	11	-9
Cc1cc(C(F)(F)F)nc(-n2cc(-c3ccccc3)nn2)n1	8	-0.8	7	5	-1.6	0.5	1.9	2	-6	-4	-6
O=C(Cc1ccccc1)NN1C(=O)C2C3C=CC([C@@H]2C1=O)C31CC1 (stereo not given in full)	-2	-1.3	-4	16	0.4	4.3	1.3	2	2	18	-8
O=C(CN1CSCC1=O)N1CCN(S(=O)(=O)c2ccc(Cl)cc2)CC1	0	0.2	-5	-28	0.0	1.6	1.1	-5	1	-21	-2
CC(/C=N/NC(=O)CSc1n[nH]c(=O)[nH]c1=O)=C\c1ccccc1	8	-0.2	-1	-2	-1.5	2.3	1.4	-3	-4	-6	71
CS(=O)(=O)N(CC(=O)N1CCCCCC1)c1ccc(Br)cc1	2	2.1	4	18	-0.5	1.9	0.0	10	-4	.	0
Cc1ccc(CNC(=O)c2ccc3c(=O)[nH]c4c(C(=O)NCC5CCCO5)sc(=S)n4c3c2)cc1 (stereo not given)	14	-1.8	-4	3	-2.9	0.5	1.1	4	1	-6	-2
COc1cc(/C=C/C(=O)OCC(=O)NCc2cccs2)ccc1OCC#N	11	-0.2	0	-17	-2.0	1.2	4.2	2	3	20	-2
O=C(OCC(=O)N1CCc2ccccc21)c1ccc[n+]([O-])c1	3	-0.7	3	9	-0.6	1.9	2.3	2	-5	17	8
COc1ccc(COc2ccc(S(=O)(=O)N3CCCC3)cc2C(N)=O)cc1F	10	-1.3	-5	-2	-1.9	3.9	3.0	-6	2	9	122
CCOC(=O)c1c(C)n(C)c2ccc(OC)c(NC(=O)CN3CCSCC3)c12	15	-2.0	3	-17	-2.4	-0.4	0.5	3	-2	6	-5
Cc1nnc(N/N=C/c2ccccn2)[nH]c1=O	11	12*	-6	-14	-2.2	9.5	6.9	-9	-9	-5	-2
CCOc1ccccc1NC(C)C(=O)Nc1cc(C(F)(F)F)ccc1N1CCOCC1 (stereo not given)	-13	-1.3	4	-7	2.4	-1.3	3.2	-18	9	-31	20
COc1ccc(N(C(=O)c2ccco2)C(C(=O)NC2CCCCC2)c2cccs2)cc1OC (stereo not given)	12	1.0	-4	-16	-2.1	0.7	2.5	14	-2	-10	2
COC(=O)c1ccc(COc2ccc(C)cc2[N+](=O)[O-])o1	.	1.8	.	.	.	-0.4	2.1	.	4	6	-11
CCCCNC(=O)C1c2ccccc2C(=O)N(c2ccc(OC)cc2)C1c1ccc(OC)cc1 (stereo not given)	13	-1.8	2	-1	-2.1	-0.1	2.6	5	-2	21	-15
C=CCNC(=O)C(=O)c1cccn1-c1ccsc1C(=O)OC	3	-0.7	-5	4	-0.5	-1.2	3.4	10	1	-19	39
CCOC(=O)c1c(C)[nH]c(C)c1S(=O)(=O)NCC1CCN(Cc2cccc(F)c2)CC1	0	-2.3	1	-10	0.0	-0.9	-1.6	-2	-1	-8	47
Cc1ccccc1NC(=O)C1c2cccc[n+]2CC(=O)N1Cc1ccc2c(c1)OCO2 (stereo not given)	10	-3.6	-12	-13	-1.6	1.6	2.0	-2	-1	.	12
O=C(Cc1ccccc1)NCc1cccnc1	3	1.0	4	-6	-0.7	3.8	-1.2	7	4	-9	2

Given comma-delimited: two of the compounds above
structure,MOR-DOR inv ag,E coli growth,PKA-R1A activ,HTR5A inv ag,MOR-DOR ag,AddAB inh,phage Ecoli inh,PKA-R2B act,Tat export inh,PfHsp90 yeast 2,Mot1-301 SUMO
O=C(CN1CSCC1=O)N1CCN(S(=O)(=O)c2ccc(Cl)cc2)CC1,0,0.2,-5,-28,0.0,1.6,1.1,-5,1,-21,-2
CC(/C=N/NC(=O)CSc1n[nH]c(=O)[nH]c1=O)=C\c1ccccc1,8,-0.2,-1,-2,-1.5,2.3,1.4,-3,-4,-6,71

Carrying on.
SMILES	MOR-DOR inv ag	E coli growth	PKA-R1A activ	HTR5A inv ag	MOR-DOR ag	AddAB inh	phage Ecoli inh	PKA-R2B act	Tat export inh	PfHsp90 yeast 2	Mot1-301 SUMO
COc1cccc(N2CCN(C(C)C(=O)NC34CC5CC(CC(C5)C3)C4)CC2)c1 (stereo not given)	-47	-1.5	-6	7	5.9	3.6	-0.9	11	-2	17	-25
CC(C)/C=C1\CC/C(=C\c2cccnc2)C1=O	1	-1.5	-1	-16	-0.2	-1.4	0.6	-5	-4	17	6
CC1(C)Cc2c(c(-c3ccccc3)nc(N3CCOCC3)c2C(N)=O)CO1	14	-2.2	-2	-14	-2.6	1.7	1.8	-7	-2	-1	9
CC(C)N(Cc1ccccc1)C(=O)COC(=O)c1cc(S(=O)(=O)N(C)C)ccc1N1CCCC1	21	0.9	-6	-2	-4.3	-0.8	1.2	4	9	-1	-11
Cc1ccc(C)c(S(=O)(=O)Nc2ccc3cn[nH]c3c2)c1	5	1.0	-8	-10	-1.2	2.8	0.7	-10	9	25	-14
CC/C(=N/Nc1ccc(Cl)cc1)c1cnnc(SC)n1	9	-2.1	-9	-1	-1.4	-1.0	2.2	-5	-11	-1	91
COc1ccc(CNC(=S)N/N=C/c2ccncc2)cc1	6	-0.2	-4	5	-0.8	3.2	3.4	-12	0	-12	-32
COc1ccc(-c2[nH]ncc2/C=N\NS(=O)(=O)c2ccccc2)cc1OC	5	0.9	-6	14	-1.3	2.0	0.3	-4	-5	-2	-3
Fc1ccccc1N1CCN(CCCc2ccccc2)CC1	4	0.0	-3	3	-0.8	5.5	1.5	0	-2	3	74
Cc1c(NC(=O)c2ccccc2NC(=O)COc2ccccc2)cccc1C(=O)O	11	-0.5	-10	6	-2.7	0.9	2.3	6	0	-10	-5
CC(=O)c1c(C)oc2ccc(NS(=O)(=O)c3cccs3)cc12	20	0.2	-14	-10	-3.9	2.6	5.4	-8	0	-39	-11

Screens: PubChem BioAssay, several laboratories
